Screens from PubChem BioAssay.
RGS4 inhibitor: Inhibitors of Regulator of G Protein Signaling (RGS) 4: qHTS. Regulator of G-protein signaling 4 (Homo sapiens), P49798. 390,000 tested, 0.039% active. Potency, µM (highest dose often 114 µM), for the others: at the top dose activity change, negative = inhibition, usual class: inhibitors. Transcreener GDP fluorescence polarization, RGS4-accelerated GTP hydrolysis; also: % is scaled to controls: 0 for no effect and ±100 for the full control effect; nearly all actives have a fitted effect of over 75% in size; some results filed as inactive show a strong effect at the top dose
Target sequence (P49798 whole entry, looked up): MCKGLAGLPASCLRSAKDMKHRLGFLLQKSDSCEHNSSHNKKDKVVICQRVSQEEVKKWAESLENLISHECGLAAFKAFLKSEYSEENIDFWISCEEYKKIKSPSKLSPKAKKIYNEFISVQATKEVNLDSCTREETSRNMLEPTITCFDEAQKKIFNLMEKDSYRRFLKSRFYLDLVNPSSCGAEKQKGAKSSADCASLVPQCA
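MLSMR compounds (23 nl, pin-transferred) preincubated 10 min at room temperature with a 500nM (2x) first reagent, then RGS4 at 900nM (2x) plus Transcreener GDP mix added; fluorescence polarization (620/688 nm) read before and after 90 min at 30 °C.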
Vif-A3G inh: qHTS for Inhibitors of Vif-A3G Interactions: qHTS | DNA dC->dU-editing enzyme APOBEC-3G (Homo sapiens), Q9HC16 | AID 602310, 2012 | HeLa A3G-eYFP + Vif (tagged APOBEC3G with the HIV-1 protein that degrades it), YFP fluorescence, overnight | 410,000 tested, 0.076% active | Potency, µM (series often up to 46.1 µM), for inactives: top-dose activity, negative = active, usual class: inhibitors;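 also: % is scaled to controls: 0 for no effect and ±100 for the full control effect; nearly all actives have a fitted effect of over 60% in size; hits raise eYFP signal because A3G escapes Vif-driven loss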
Target sequence (Q9HC16 whole entry, looked up): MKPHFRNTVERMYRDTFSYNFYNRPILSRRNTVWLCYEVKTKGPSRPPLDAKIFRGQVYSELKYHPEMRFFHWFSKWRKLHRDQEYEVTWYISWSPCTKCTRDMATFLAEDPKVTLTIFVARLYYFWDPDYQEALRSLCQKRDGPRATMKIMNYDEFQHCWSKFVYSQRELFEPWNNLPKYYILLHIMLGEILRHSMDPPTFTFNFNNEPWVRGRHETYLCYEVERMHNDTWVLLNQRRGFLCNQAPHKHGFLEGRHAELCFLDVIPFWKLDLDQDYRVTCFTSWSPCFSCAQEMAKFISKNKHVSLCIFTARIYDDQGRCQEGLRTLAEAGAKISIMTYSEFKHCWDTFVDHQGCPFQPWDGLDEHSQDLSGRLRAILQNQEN
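HeLa cells stably expressing Vif and C-terminally eYFP-tagged A3G, seeded overnight at 37 deg C, then exposed to compound by pintool overnight at 37 deg C. Rise in yellow fluorescence (Ex 488/Em 500-530, Acumen) marks blocked Vif-driven A3G degradation.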
Vif-APOBEC3F blk: qHTS for Inhibitors of Vif-A3F Interactions: qHTS | 390,000 tested, 0.2% active | AID 602313, 2012 | HeLa A3F-eYFP + Vif (tagged APOBEC3F with the HIV-1 protein that degrades it), YFP fluorescence increase | Potency, µM (titrated, usually from 46.1 µM), for the others: top-dose activity, negative = active; also: % of control where 0% means no effect; nearly all actives have a fitted effect of over 65% in size
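HeLa cells stably expressing Vif plus C-terminally eYFP-tagged A3F were seeded, incubated overnight at 37 deg C, dosed with compound, incubated overnight again at 37 deg C. Yellow fluorescence (Ex 488/Em 500-530) reported blocked Vif-mediated A3F-eYFP degradation.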
TrxR1 substrate: qHTS Assay for Substrates of Mammalian Selenoprotein Thioredoxin Reductase 1 (TrxR1): qHTS; Thioredoxin reductase 1, cytoplasmic (Rattus norvegicus), O89049; purified TrxR1 substrate turnover, NADPH consumption readout; Potency, µM (top dose mostly 114 µM), for inactives: at the highest dose activity change, negative = substrate turnover; AID 588456, 2011; 390,000 tested, 0.01% active; also: % is scaled to controls: 0 for no effect and ±100 for the full control effect; nearly all actives have a fitted effect of over 50% in size
Target sequence (O89049 whole entry, looked up): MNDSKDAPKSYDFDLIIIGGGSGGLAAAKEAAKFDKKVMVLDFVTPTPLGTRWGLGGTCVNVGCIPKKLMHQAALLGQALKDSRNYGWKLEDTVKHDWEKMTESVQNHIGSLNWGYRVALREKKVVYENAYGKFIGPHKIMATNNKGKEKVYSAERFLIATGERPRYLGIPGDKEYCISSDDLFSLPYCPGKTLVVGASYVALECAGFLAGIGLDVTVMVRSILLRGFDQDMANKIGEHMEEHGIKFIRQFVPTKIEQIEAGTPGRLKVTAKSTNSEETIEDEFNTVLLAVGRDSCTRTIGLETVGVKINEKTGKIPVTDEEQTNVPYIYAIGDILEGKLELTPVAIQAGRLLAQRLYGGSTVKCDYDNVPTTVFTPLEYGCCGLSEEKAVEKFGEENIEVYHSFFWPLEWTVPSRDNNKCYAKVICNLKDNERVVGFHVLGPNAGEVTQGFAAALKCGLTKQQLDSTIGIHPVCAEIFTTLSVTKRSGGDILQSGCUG
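Rat TrxR1, dispensed at 90 nM, was prereduced with 400 uM NADPH (final) for 5 min at ~22 deg C, then incubated with compound 15 min before 400 uM selenite. A first-read NADPH fluorescence drop versus no-compound background flagged substrates.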
RXFP1 ag: qHTS Assay for Agonists of the Relaxin Receptor RXFP1. Relaxin receptor 1 (Homo sapiens), Q9HBX9. HEK293T-RXFP1 cAMP TR-FRET, 30 min; response scale: percent of porcine relaxin response, buffer zero. Potency, µM (doses to about 57.5 µM), inactives show top-dose activation, most hits filed as activators. 370,000 tested, 0.3% active. AID 2676, 2010; also: % is scaled to controls: 0 for no effect and ±100 for the full control effect; nearly all actives have a fitted effect of over 60% in size; many of its hits are not listed in these tables
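HEK293 cells stably expressing RXFP1, treated 30 min at 37C with compounds plus PDE4 inhibitor Ro 20174; cAMP measured by HTRF TR-FRET. Normalized to buffer and 29 nM porcine relaxin; EC50 by Hill fit.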
ALOX12 inh: Primary qHTS assay for inhibitors of human arachidonate 12S-lipoxygenase (ALOX12): Round 2 | purified 12hLO, xylenol orange hydroperoxide absorbance | Potency, µM (highest dose often 108 µM), inactives show at the highest dose activity change, negative = inhibition, hits mostly inhibitors | 580,000 tested, 1.1% active | Polyunsaturated fatty acid lipoxygenase ALOX12 (Homo sapiens), P18054; also: % is scaled to controls: 0 for no effect and ±100 for the full control effect
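Purified human 12hLO at 150 nM in 25 mM Hepes, 0.01% Triton X-100, pH 7.0, preincubated 15 min at room temperature with compound. Reaction started with 40 uM arachidonic acid, 30 min at room temperature. Hydroperoxide measured by Fe-xylenol orange, 573/405 nm absorbance ratio.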
IDH1 R132H inh: qHTS for Inhibitors of mutant isocitrate dehydrogenase 1 (IDH1): qHTS; IDH1-R132H enzyme, NADPH consumption, diaphorase/resazurin fluorescence; Potency, µM (doses to about 76.6 µM), for the others: top-dose activity change, negative = inhibition, actives largely listed as inhibitors; 390,000 tested, 0.093% active; also: % is scaled to controls: 0 for no effect and ±100 for the full control effect; nearly all actives have a fitted effect of over 65% in size
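IDH1-R132H (0.5 ug/mL) preincubated 30 min with compound, then NADPH (0.016 mM) and alpha-KG (2 mM) added; 80 min at RT, pH 7.5. Remaining NADPH coupled via diaphorase/resazurin to fluorescence (540/590 nm); concentration-response curves normalized to no-enzyme control.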
rTrxR1 inhibitor: qHTS Assay for Inhibitors of Mammalian Selenoprotein Thioredoxin Reductase 1 (TrxR1): qHTS; Thioredoxin reductase 1, cytoplasmic (Rattus norvegicus), O89049; recombinant rTrxR1, NADPH fluorescence consumption, selenite substrate; Potency, µM (highest dose often 114 µM), without a hit: at the top dose activity change, negative = inhibition, most hits filed as inhibitors; 390,000 tested, 1% active; AID 588453, 2011; also: % is scaled to controls: 0 for no effect and ±100 for the full control effect; nearly all actives have a fitted effect of over 65% in size
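Rat TrxR1 (90 nM in the dispensed reagent) was pre-reduced with 400 uM NADPH for 5 min at room temperature, then incubated with compound for 15 min. After 400 uM selenite was added, NADPH fluorescence (Ex 340/Em 450 nm) was followed for 8 min.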
USP1 inh: Inhibitors of USP1/UAF1: Primary Screen | recombinant USP1/UAF1, Ub-Rhodamine cleavage fluorescence | 390,000 tested, 0.23% active | AID 743255, 2014 | Ubiquitin carboxyl-terminal hydrolase 1 (Homo sapiens), O94782 | Potency, µM (titrated, usually from 57.1 µM), without a hit: at the highest dose activity change, negative = inhibition, usual class: inhibitors; also: % is scaled to controls: 0 for no effect and ±100 for the full control effect; nearly all actives have a fitted effect of over 60% in size; inactives centre near -12
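USP1/UAF1 complex (1 nM) preincubated 15 min at room temperature with compound, then Ub-Rho substrate (150 nM final) added. Kinetic fluorescence at 480/540 nm over 6 reads at 60 s intervals; 50 mM HEPES pH 7.8, 0.5 mM EDTA, 0.1 mg/ml BSA, 1 mM TCEP, 0.01% Tween-20.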
Numbers without * were called inactive; & = joins results of further samples; [ ] = remark or other dose. Calls follow the shape of the dose curve; as a rule, active = well fitted curve in the direction sought with a large enough effect; inconclusive = small, poorly fitted or top-dose-only effect, or another doubt; inactive = no such curve, though single readings can be large; an effect the other way counts as inactive or inconclusive. Potency is read from the fitted curve at half-maximal effect.

CCCCC1(CCC)C(=O)NC(=S)NC1=O was read as RGS4 inhibitor 15%, Vif-A3G inh 0%, Vif-APOBEC3F blk -3%, TrxR1 substrate 0%, ALOX12 inh inconclusive, IDH1 R132H inh -8%, rTrxR1 inhibitor -3% and USP1 inh -12%.
For C=CCN1CCC2(C)c3cc(O)ccc3CC1C2C (stereo unspecified) the results were RGS4 inhibitor 6%, Vif-A3G inh -5%, Vif-APOBEC3F blk 6%, TrxR1 substrate 6%, ALOX12 inh -7%&-8%, IDH1 R132H inh 8%, rTrxR1 inhibitor 3%&31% and USP1 inh 2%.
`CC1=Nc2cc(C(=O)N3CCC4(CC3)OCCO4)ccc2Sc2ccc(Cl)cc21` gave RGS4 inhibitor -10%[56.9 µM], Vif-A3G inh 1%, Vif-APOBEC3F blk -7%, TrxR1 substrate 4%[57.1 µM], RXFP1 ag 2.6%, ALOX12 inh -20%, IDH1 R132H inh 5%, rTrxR1 inhibitor 21%[57.1 µM] and USP1 inh -6%.
Screening CC(=O)N1N=C(c2c(O)n(C)c(=O)n(C)c2=O)CC1c1ccccc1 (stereo unspecified) returned RGS4 inhibitor -25%, Vif-A3G inh 1%, Vif-APOBEC3F blk -6%, TrxR1 substrate -5%[57.1 µM], RXFP1 ag 8.9%, ALOX12 inh -11%, IDH1 R132H inh -7%, rTrxR1 inhibitor -22%[57.1 µM] and USP1 inh -10%.
`C[C@]12CC[C@H](N)CC1=CCC1C2CC[C@@]2(C)C1CC[C@@H]2O` (stereo partly specified) gave RGS4 inhibitor 2%, Vif-A3G inh 5%, Vif-APOBEC3F blk 2%, TrxR1 substrate 0%, ALOX12 inh inconclusive, IDH1 R132H inh -4%, rTrxR1 inhibitor inconclusive and USP1 inh -5%.
For O=C1NCCOC(=O)[C@@H](Cc2ccc(F)cc2)CC/C=C/C[C@H]1CC(=O)N(CCO)Cc1ccccc1 the results were RGS4 inhibitor 10%, Vif-A3G inh 2%, Vif-APOBEC3F blk 5%, TrxR1 substrate 7%, ALOX12 inh 5%, IDH1 R132H inh -14%, rTrxR1 inhibitor -3% and USP1 inh -32%.
Screening C/C1=C\[C@@H](C)C/C=C/[C@H]2[C@@H]3O[C@]3(C)[C@@H](C)[C@H]3[C@H](Cc4c[nH]c5ccccc45)NC(=O)[C@]32C(=O)/C=C/C(=O)[C@@H]1O returned RGS4 inhibitor inconclusive, Vif-A3G inh -15%, Vif-APOBEC3F blk -3%, TrxR1 substrate 2%, RXFP1 ag 0.6%, IDH1 R132H inh -4%, rTrxR1 inhibitor inconclusive and USP1 inh -28%.
Screening NC(=NCCC[C@H](N)C(=O)O)N[N+](=O)[O-] returned RGS4 inhibitor 27%&-134%[56.9 µM], TrxR1 substrate 11%[57.1 µM], ALOX12 inh inconclusive and rTrxR1 inhibitor 16%[57.1 µM].
Screening Cc1ccc(NC(=O)[C@@H](NC(=O)N2C[C@H]3C[C@@H](C2)c2cccc(=O)n2C3)C(C)C)cc1 returned RGS4 inhibitor -3%, Vif-A3G inh -1%, Vif-APOBEC3F blk -7%, TrxR1 substrate -2%, RXFP1 ag -0.9%, ALOX12 inh 0%, IDH1 R132H inh -12%, rTrxR1 inhibitor -3% and USP1 inh -22%.
For CCN1CC2(COC(=O)c3ccccc3N)CCC(OC)C34C5CC6C(OC)CC(O)(C5C6OC)C(O)(C(OC)C23)C14 (stereo unspecified) the results were RGS4 inhibitor 15%[11.4 µM], Vif-A3G inh 0%, Vif-APOBEC3F blk -13%, TrxR1 substrate 27%[57.1 µM], RXFP1 ag 2.8%, ALOX12 inh 16%, IDH1 R132H inh -2%, rTrxR1 inhibitor -25% and USP1 inh -4%.
For O=C1NC(=O)[C@]2(Cc3ccccc3N3CCN(c4ccccc4)CC32)C(=O)N1c1ccccc1 (stereo partly specified) the results were RGS4 inhibitor -31%, Vif-A3G inh 0%, Vif-APOBEC3F blk -4%, TrxR1 substrate -4%, RXFP1 ag 1.6%, ALOX12 inh inconclusive, IDH1 R132H inh 6%, rTrxR1 inhibitor inconclusive and USP1 inh -26%.
O=C1NC(=O)C2(Cc3ccccc3N3CCCC32)C(=O)N1c1ccccc1 (stereo unspecified) was read as RGS4 inhibitor -1%, Vif-A3G inh 1%, Vif-APOBEC3F blk -2%, TrxR1 substrate 6%[57.1 µM], RXFP1 ag 0.3%, ALOX12 inh 0%, IDH1 R132H inh 4%, rTrxR1 inhibitor 3%[57.1 µM] and USP1 inh -12%.
`Cc1cc(=O)oc2cc(OCC(=O)N3CCN(Cc4ccccc4)CC3)ccc12` gave RGS4 inhibitor 28%, Vif-A3G inh -4%, Vif-APOBEC3F blk -6%, TrxR1 substrate 31%[activator][57.1 µM], ALOX12 inh -15%, IDH1 R132H inh 6%, rTrxR1 inhibitor -1%[57.1 µM] and USP1 inh -5%.
Screening CCOc1ccc(CN2CCCC(C(=O)c3ccccc3OC)C2)cc1 (stereo unspecified) returned RGS4 inhibitor -10%, Vif-A3G inh -3%, Vif-APOBEC3F blk -3%, TrxR1 substrate 5%, RXFP1 ag 0.1%, ALOX12 inh 23%, IDH1 R132H inh 17%, rTrxR1 inhibitor 12% and USP1 inh -13%.
`CC(C)N1CCN(Cc2ccccc2C(F)(F)F)CC1CCO` (stereo unspecified) gave RGS4 inhibitor 5%, Vif-A3G inh 3%, Vif-APOBEC3F blk 8%, TrxR1 substrate 10%[57.1 µM], RXFP1 ag 1.3%, ALOX12 inh 21%, IDH1 R132H inh 9%, rTrxR1 inhibitor 33%[57.1 µM] and USP1 inh inconclusive.
For COc1ccc(-n2c(-c3ccco3)nc3ccccc3c2=O)cc1 the results were RGS4 inhibitor 13%, Vif-A3G inh -1%, Vif-APOBEC3F blk 3%, TrxR1 substrate -13%, RXFP1 ag 2.3%, ALOX12 inh 0%, IDH1 R132H inh -6%, rTrxR1 inhibitor -8%[57.1 µM] and USP1 inh -6%.
S=P(N1CCOCC1)(N1CC1)N1CC1 was read as RGS4 inhibitor -19%, Vif-A3G inh 0%, Vif-APOBEC3F blk 3%, TrxR1 substrate 3%, ALOX12 inh -15%, IDH1 R132H inh 5%, rTrxR1 inhibitor 8% and USP1 inh 2%.
For CC1CCC(C(C)C)C(OC(=O)Cn2c(COc3ccccc3)[n+](C)c3ccccc32)C1 (stereo unspecified) the results were RGS4 inhibitor 4%, Vif-A3G inh 3%, Vif-APOBEC3F blk 1%, TrxR1 substrate -7%, RXFP1 ag 0.0%, ALOX12 inh inconclusive, IDH1 R132H inh 3%, rTrxR1 inhibitor -12% and USP1 inh -13%.
Screening CC[C@H]1CC2CN3CCc4c([nH]c5ccccc45)C(C(=O)OC)(C2)C13 (stereo partly specified) returned RGS4 inhibitor 4%, Vif-A3G inh -5%, Vif-APOBEC3F blk -4%, TrxR1 substrate 3%, IDH1 R132H inh -9%, rTrxR1 inhibitor 12% and USP1 inh -13%.
COC(=O)C1=C(c2ccc(S(C)(=O)=O)cc2)C[C@@H]2CC[C@H]1N2C(=O)N1CCCC1 was read as RGS4 inhibitor 23%, Vif-A3G inh 0%, Vif-APOBEC3F blk -16%, TrxR1 substrate -1%, ALOX12 inh inconclusive, IDH1 R132H inh -4%, rTrxR1 inhibitor 18% and USP1 inh -11%.
c1ccc(CN2CCc3nc4ccccc4cc3C2)cc1 was read as RGS4 inhibitor 7%, Vif-A3G inh -2%, Vif-APOBEC3F blk -3%, TrxR1 substrate -5%, RXFP1 ag 0.6%, ALOX12 inh 0%, IDH1 R132H inh 6%, rTrxR1 inhibitor 8% and USP1 inh -15%.

Quoted at random: 2 entries already listed
`Cc1cc(=O)oc2cc(OCC(=O)N3CCN(Cc4ccccc4)CC3)ccc12` gave RGS4 inhibitor 28%, Vif-A3G inh -4%, Vif-APOBEC3F blk -6%, TrxR1 substrate 31%[activator][57.1 µM], ALOX12 inh -15%, IDH1 R132H inh 6%, rTrxR1 inhibitor -1%[57.1 µM] and USP1 inh -5%.
For COc1ccc(-n2c(-c3ccco3)nc3ccccc3c2=O)cc1 the results were RGS4 inhibitor 13%, Vif-A3G inh -1%, Vif-APOBEC3F blk 3%, TrxR1 substrate -13%, RXFP1 ag 2.3%, ALOX12 inh 0%, IDH1 R132H inh -6%, rTrxR1 inhibitor -8%[57.1 µM] and USP1 inh -6%.

This is a subset. The share of hits here may be higher or lower than overall.
